GLP1R cytotox – cytotoxic in the GLP-1 receptor inverse agonist counter-screen | HEK293 cAMP-luciferase reporter cells, luminescence, 24 h | Potency, µM (doses to about 38.3 µM), for the others: at the top dose activity change, negative = inhibition, usual class: inhibitors | 410,000 tested, 0.13% active | AID 624418;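 also: loss of luciferase light is scored as toxicity; potency is read from the fitted curve at half-maximal effect; % is scaled to controls: 0 for no effect and ±100 for the full control effect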
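1536-well qHTS counterscreen of the MLSMR; 200 cells/uL, 12 h pre-incubation, 23 nL cpd, 24 h at 37 deg C 5% CO2, luciferase detection reagent, 12 min RT, luminescence. Inhibition = undesired.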
GLP-1R agonist – GLP-1 receptor (human) agonism. HEK293 GLP-1R CRE-luciferase, luminescence, 4-6 h; cells express a hypersensitive GLP-1R form. P43220. 380,000 tested, 0.007% active. Potency, µM (titrated, usually from 45.6 µM), for the others: top-dose activation, actives largely listed as activators. AID 624172; also: potency is read from the fitted curve at half-maximal effect; % of control where 0% means no effect
Target sequence (P43220 whole entry, looked up): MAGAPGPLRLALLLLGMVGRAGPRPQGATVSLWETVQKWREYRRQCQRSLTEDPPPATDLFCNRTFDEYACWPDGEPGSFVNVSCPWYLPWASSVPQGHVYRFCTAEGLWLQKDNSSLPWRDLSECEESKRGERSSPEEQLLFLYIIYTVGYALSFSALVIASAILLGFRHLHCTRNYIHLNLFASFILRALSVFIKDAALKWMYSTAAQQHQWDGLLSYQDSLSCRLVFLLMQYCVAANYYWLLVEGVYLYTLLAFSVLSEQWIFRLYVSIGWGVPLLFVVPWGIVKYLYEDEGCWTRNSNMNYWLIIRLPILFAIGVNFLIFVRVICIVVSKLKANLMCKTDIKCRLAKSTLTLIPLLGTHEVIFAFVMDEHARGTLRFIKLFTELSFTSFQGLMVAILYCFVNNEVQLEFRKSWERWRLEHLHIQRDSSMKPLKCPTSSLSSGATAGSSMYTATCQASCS
PTHR1 agonist – PTHR1 (human) receptor agonism. 410,000 tested, 0.075% active. HEK293 GP2 PTHR1 cells, GloSensor cAMP luminescence, 1 h. Potency, µM (titrated, usually from 115 µM), without a hit: at the top dose activation, most hits filed as activators; also: potency is read from the fitted curve at half-maximal effect; nearly all actives have a fitted effect of over 55% in size; some results filed as inactive show a strong effect at the top dose; inactives centre near -15; many of its hits are not listed in these tables
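HEK-293-derived GP2 cells expressing PTHR1 and a GloSensor cAMP reporter, 3,000/well, plated overnight, given luciferin plus IBMX (each 0.5 mM as added) for 1 h at 37 °C, then compound for 1 h at 37 °C. Luminescence was read after 15 min at room temperature.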
PLK1 PBD inh – blocks phosphopeptide binding to human PLK1 polo-box domain; Plk1 PBD binding of FITC phosphopeptide, fluorescence polarization; Potency, µM, for the others: max response, negative = inhibition, usual class: inhibitors; 360,000 tested, 2.8% active; AID 720504; also: potency is read from the fitted curve at half-maximal effect; series mostly up to about 57 µM; % is scaled to controls: 0 for no effect and ±100 for the full control effect; nearly all actives have a fitted effect of over 65% in size
PI5P4Ka inh – blocks human PI5P4K alpha kinase activity; P48426; 330,000 tested, 1.2% active; max response, %; AID 652105; PI5P4Kalpha enzyme, ADP-Glo luminescence, 60 min; stronger effect = lower value; active = max response of -50% or lower; inconclusive = between -30% and -50%; inactive = -30% or higher; also: value at the top dose of about 77 µM; % is scaled to controls: 0 for no effect and ±100 for the full control effect
Target sequence (P48426 whole entry, looked up): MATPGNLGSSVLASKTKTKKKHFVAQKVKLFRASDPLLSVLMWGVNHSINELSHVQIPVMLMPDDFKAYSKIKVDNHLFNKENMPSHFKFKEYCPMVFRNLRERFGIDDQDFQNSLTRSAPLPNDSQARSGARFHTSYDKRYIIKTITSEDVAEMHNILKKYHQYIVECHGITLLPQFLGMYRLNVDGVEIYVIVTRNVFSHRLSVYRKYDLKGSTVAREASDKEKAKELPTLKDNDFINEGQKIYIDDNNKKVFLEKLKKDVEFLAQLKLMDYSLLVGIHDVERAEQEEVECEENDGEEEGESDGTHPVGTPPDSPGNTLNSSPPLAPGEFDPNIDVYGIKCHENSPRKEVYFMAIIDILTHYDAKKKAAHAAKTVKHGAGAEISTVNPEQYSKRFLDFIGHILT
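Human PI5P4Kalpha with substrate in 0.038 M HEPES pH 7.4, 0.28 mM EGTA, 0.1% CHAPS, 5% DMSO; reaction started with 5 microM ATP (final), 60 min at room temperature. ADP formed read by ADP-Glo luminescence.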
IL-2 act – IL-2 activation; IL-2 activation reporter assay, cell-based qHTS; stimulated with anti-CD3/CD4/CD28 beads; in transgenic mouse T cells; 360,000 tested, 0.065% active; activation, % (series mostly up to about 46 µM); in the data active = activation above about 50%; inconclusive = mostly about 30% to 49%; also: 0% is about no effect
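Quantitative HTS in unstimulated transgenic mouse T cells, with memory T cells as non-tolerant control and PMA/ionomycin as tolerance-bypass control. Compound pretreatment lasted 60 minutes before 18 h bead stimulation; EGFP/DsRed fluorescence read.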
EPAC1 antag – blocks human EPAC1 exchange factor | Potency, µM (doses to about 115 µM), for the others: top-dose activity change, negative = inhibition, hits mostly inhibitors | EPAC1 GEF assay, Rap1b-BODIPY-GDP exchange fluorescence | 360,000 tested, 0.14% active;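 also: potency is read from the fitted curve at half-maximal effect; plate controls were vehicle for no effect and positive control for full effect; nearly all actives have a fitted effect of over 50% in size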
GLP1R inv ag – GLP-1 receptor (human) inverse agonism | P43220 | HEK293 GLP-1R CRE-luciferase, luminescence, 24 h; GLP-1R form is constitutively active | Potency, µM (series often up to 38.3 µM), without a hit: top-dose activity change, negative = inhibition, actives largely listed as inhibitors | 410,000 tested, 1.6% active; also: potency is read from the fitted curve at half-maximal effect; % is scaled to controls: 0 for no effect and ±100 for the full control effect; nearly all actives have a fitted effect of over 55% in size
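HEK293 cells stably co-expressing a cAMP-responsive luciferase reporter and constitutively active GLP-1R were seeded, incubated 12 h, then exposed to compounds for 24 h at 37 C. Luminescence was read 12 min after detection reagent; inverse agonists lower signal.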
EPAC1 agonist – agonists of human EPAC1; O95398; EPAC1 agonist qHTS, biochemical assay; response scale: 100% = response to 6.5 mM cAMP; Potency, µM (series often up to 154 µM), for the others: at the top dose activation, actives largely listed as activators; 360,000 tested, 0.073% active; also: potency is read from the fitted curve at half-maximal effect; nearly all actives have a fitted effect of over 60% in size
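Nucleotide exchange by EPAC1 (100 nM) on Rap1B–BODIPY-GDP (250 nM) in the presence of 50 uM GDP is tracked fluorescently at 480/540 nm over 30 min. Signals are normalized to a 6.5 mM cAMP control.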
Starred values were filed as active, the others as inactive; i = inactive; ? = inconclusive; nt = no result given; [ ] = remark or other dose. Unless noted, calls follow the shape of the dose curve; as a rule, active = well fitted curve in the direction sought with a large enough effect; inconclusive = small, poorly fitted or top-dose-only effect, or another doubt; inactive = no such curve, though single readings can be large; an effect the other way counts as inactive or inconclusive. An excerpt; count on the stated rates, not on these rows.

SMILES	GLP1R cytotox	GLP-1R agonist	PTHR1 agonist	PLK1 PBD inh	PI5P4Ka inh	IL-2 act	EPAC1 antag	GLP1R inv ag	EPAC1 agonist
Cc1ccc(OCCn2c(C3CC(=O)N(Cc4ccccc4)C3)nc3ccccc32)cc1 (stereo not given)	-28%	22%	-50%[inhibitor]	-2%	13	-3.6	-14%	?	-1%
CCCCn1c(SCC(=O)N2CCOCC2)nnc1-c1ccoc1C	4%	-3%	i	-4%	2	-0.1	12%	-4%	4%
Cc1ccc2c(=O)c(C(=O)c3ccc(F)cc3)cn(CC(=O)NCc3ccco3)c2n1	-3%	2%	i	-15%	?	0.7	-10%	17%	5%
Nn1c(SCC(=O)Nc2ccc(S(=O)(=O)N3CCCC3)cc2)nnc1C(F)(F)F	4%	-8%	-3%[57.5 µM]	-12%	0	-0.2	0%	0%	8%
COc1ccc(-c2c(C)nn3c(N)c(C#N)cnc23)cc1OC	6%	?	i	?	-11	-3.0	-1%	78%[activator]	-6%
COc1cc(OC)c(C(=O)OCC(=O)Nc2ccc(N3CCOCC3)cc2)cc1OC	0%	1%	i	-5%	0	-2.4	-17%	50%[activator]	-18%
CC(=O)Nc1cccc(C(=O)OCC(=O)NC(=O)c2ccccc2)c1	-5%	5%	-19%	-1%	-2	-0.3	-27%	3%	9%
CC(=O)NS(=O)(=O)c1ccc(NC(=O)/C=C/c2ccco2)cc1	-3%	0%	-23%	27%	1	-1.5	6%	4%	11%
Cc1c(C(=O)N2CCN(Cc3ccc4c(c3)OCO4)CC2)sc2ncnc(N3CCN(c4ccccc4)CC3)c12	2%	-6%	-45%	1%	-3	0.3	-4%	3%	-2%
COc1cccc(CC2(CO)CCN(S(=O)(=O)N(C)C)CC2)c1	14%	2%	-23%	-7%	3	-4.9	6%	-11%	-1%
COc1ccc(C2=NN(C(=O)CCC(=O)O)C(c3ccccc3)C2)cc1 (stereo not given)	-2%	-4%	-15%	4%	1	-3.5	-15%	5%	-1%
CSc1nnc(C)c(=O)n1COC(=O)COc1ccc(F)cc1	-12%	0%	i	-1%	0	-0.1	-1%	6%	3%
COc1cc(C(=O)Nc2cccc3cccnc23)cc(OC)c1OC	-4%	6%	i	-1%	-2	-3.9	-3%	49%[activator]	9%
O=[N+]([O-])C(/C=C(/Cl)[N+](=O)[O-])=C(N1CCCCC1)N1CCCCC1	0%	6%	-14%	15%	3	1.5	-21%	5%	14%
COCCNc1nc(NCc2ccc(NC(C)=O)cc2)c2sccc2n1	3%	-4%	8%	-10%	4	-0.5	-10%	0%	9%
COc1cc2c(cc1OC)C(C)N(C(=O)/C=C/c1cc(OC)c(OC)c(OC)c1)CC2 (stereo not given)	16%	-1%	-24%	-8%	2	-1.6	-3%	67%[activator]	-7%
CC(C)(C)[C@@H]1C=C(C(N)=O)O[C@H](OCc2ccc(CO)cc2)C1	-5%	-1%	-77%[inhibitor]	6%	-3	-0.3	-5%	-15%	-11%
Cn1nc(-c2ccccc2)c2ncc(C(F)(F)F)cc21	46%[7.66 µM]	9%	-14%	-14%	2	0.3	-5%	14%[7.66 µM]	-2%
CCCC(=O)N1CCC1(C)C(=O)NS(=O)(=O)c1cccc(F)c1 (stereo not given)	-9%	2%	i	-16%	-1	-0.4	-5%	-13%	10%
Cc1ccc(S(=O)(=O)CC(=O)N2CCN(c3ccccc3F)CC2)cc1	27%	1%	-7%	-14%	3	3.9	-11%	14%	0%
COc1cc(C2C(=O)c3ccccc3C2=O)ccc1O	4%	?	-7%	5%	3	-1.2	-1%	39%[activator]	-9%
O=C(C1COc2ccccc2O1)N1CCN(c2ccccc2F)CC1 (stereo not given)	32%	0%	19%[57.5 µM]	-4%	nt	-2.0	-3%	0%	8%
O=C(C[n+]1ccccc1)Nc1ccc(Oc2ccccc2)cc1	-8%	-1%	13%	4%	0	-3.8	1%	-27%	-6%
Cc1cn(CC(=O)N(C)Cc2ccco2)c(=O)[nH]c1=O	1%	-4%	11%	-8%	3	-0.3	3%	6%	-1%
CC(=O)SCC[N+](C)(C)C	3%	0%	i	-10%	0	0.7	-24%	-1%	4%
COc1ccc(S(=O)(=O)N[C@@H](CSCc2ccccc2)C(=O)O)cc1	7%	-3%	i	-3%	6	2.9	6%	0%	14%
COc1cc(C(=O)Nc2cccc(S(=O)(=O)N3CCCC3)c2)cc(OC)c1C	1%	1%	-27%	8%	10	0.5	-17%	?	1%
COc1cccc(OCCSc2nc3ccccc3c(=O)[nH]2)c1	3%	14%	-21%	-11%	-9	-0.7	11%	20%	4%
CCN(CC)CCCN(C(=O)c1ccccc1C)c1nc(-c2ccc(OC)cc2)cs1	5%	-4%	i	-1%	-8	-0.3	-22%	?	-10%
COc1ccc(/C(C)=N/NC(=O)CNC(=O)COc2ccccc2)c(OC)c1	0%	3%	-14%	-11%	-4	-2.1	-24%	-27%	1%
Cc1cc(O)c(C(C[N+](=O)[O-])c2ccc(Cl)cc2Cl)c(=O)o1 (stereo not given)	13%	-1%	21%	?	nt	-0.8	-4%	-11%	9%
CCOC(=O)C1(CCCc2ccccc2)CCN(C(=O)c2n[nH]c(CC)c2C)CC1	12%	2%	0%	-2%	6	0.1	-10%	?	-4%
COC(C[C@H]1O[C@H]1[C@H](O)COCc1ccccc1)OC	8%	-1%	i	5%	4	0.4	-1%	9%	-1%
COc1cc(NC(=S)NC(=O)CC(C)C)ccc1NC(=O)c1cc2ccccc2o1	-5%	-7%	i	-7%	-4	0.6	7%	12%	7%
Cc1cc2nc(-c3ccco3)c(Cc3cccc(F)c3)n2c(C)c1Br	-13%	0%	-15%	?	-66*	-0.8	?	?	-29%
CCCCN(C)CCC(=O)Nc1ccc2c(c1)CCC2	14%	9%	i	-16%	-5	-1.0	8%	?	13%
NC(CSCc1ccccc1)C(=O)Nc1ccc([N+](=O)[O-])cc1 (stereo not given)	1%	7%	-17%	-19%	-1	-0.3	-14%	21%	0%
Cc1nnc2sc(-c3ccccn3)nn12	16%	-1%	i	-3%	0	1.1	-2%	13%	4%
COc1ccc(Cc2nnc(NC(=O)Nc3ccc(F)cc3)s2)cc1OC	1%	5%	-31%[inhibitor]	19µM*	-18	-0.8	-7%	8%	-20%
Cc1ccc(NC(=O)CNC(=O)Cc2cccc3ccccc23)c(O)c1	-3%	12%	-16%	5%	-14	0.3	3%	-27%	1%
COc1ccc(N(CC(=O)NCc2cccnc2)S(=O)(=O)c2c(C)nn(C)c2C)cc1	20%	-1%	-1%	6%	8	1.3	-4%	12%	-11%
Nn1c(-c2ccccc2)nc2ccccc2c1=O	-5%	-4%	i	8%	0	1.0	2%	0%	-10%
CCOC(=O)C1(CCOC)CCN(Cc2cnc(-c3cccc(C)c3)nc2)CC1	20%	10%	-21%	-8%	4	-4.0	9%	?	-5%
Cc1nn(Cc2ccc(C(=O)Nc3nccs3)cc2)c(C)c1Cl	-13%	-2%	-23%	-2%	1	-0.4	4%	?	-14%
Cc1ccc(CNS(=O)(=O)c2c(N)n(C)c(=O)n(C)c2=O)cc1	11%	0%	5%	-17%	3	-0.1	?	-3%	-9%

A second format for part of the listing above:
Cc1ccc(CNS(=O)(=O)c2c(N)n(C)c(=O)n(C)c2=O)cc1
  GLP1R cytotox = 11%; GLP-1R agonist = 0%; PTHR1 agonist = 5%; PLK1 PBD inh = -17%; PI5P4Ka inh = 3; IL-2 act = -0.1; EPAC1 antag = ?; GLP1R inv ag = -3%; EPAC1 agonist = -9%
CCCCN(C)CCC(=O)Nc1ccc2c(c1)CCC2
  GLP1R cytotox = 14%; GLP-1R agonist = 9%; PTHR1 agonist = i; PLK1 PBD inh = -16%; PI5P4Ka inh = -5; IL-2 act = -1.0; EPAC1 antag = 8%; GLP1R inv ag = ?; EPAC1 agonist = 13%

Remaining list, next part
SMILES	GLP1R cytotox	GLP-1R agonist	PTHR1 agonist	PLK1 PBD inh	PI5P4Ka inh	IL-2 act	EPAC1 antag	GLP1R inv ag	EPAC1 agonist
O=C(CN1CCN(C(=O)C2CC2)CC1)Nc1ccc(Cl)cc1F	-5%	9%	i	-7%	0	-0.2	2%	-1%	3%
NC(=O)COc1ccc2oc(-c3ccccc3)cc(=O)c2c1	2%	16%	i	5%	-2	-3.0	9%	19%	4%
Cc1ccc2nsnc2c1N(S(C)(=O)=O)S(C)(=O)=O	30%	-6%	i	-16%	1	-1.6	-3%	8%	7%
CCOC(=O)C(C(=O)OCC)N(C#N)c1nc(SC)nc(N(C)C)n1	-11%	-2%	-6%	-3%	-6	-1.1	-8%	1%	-1%
Cc1cccc(-n2nc3c(c2NC(=O)c2ccc4c(c2)OCO4)CS(=O)(=O)C3)c1C	-5%	14%	-1%	-3%	-1	-1.1	-28%	-1%	5%
Cc1noc(NC(=O)c2cccc(Cl)c2Cl)c1C#N	-1%	-7%	-43%[inhibitor]	-4%	-3	-0.1	-7%	-2%	4%
Cc1ccc(-c2nc(C)sc2CC(=O)OCC(=O)Nc2cccc([N+](=O)[O-])c2)cc1	7%	-1%	?	-8%	5	0.7	-12%	1%	21%
Cn1c(=O)c2c(nc(SCC(=O)N3CCc4ccccc4C3)n2C)n(C)c1=O	5%	0%	i	-4%	nt	0.6	7%	0%	1%
CCC1CCCCN1CCNC(=O)C1CCN(S(=O)(=O)c2cccc3nsnc23)CC1 (stereo not given)	3%	-1%	-13%	3%	5	-0.7	-13%	2%	-3%
COc1ccc(N2CCN(Cc3cccn3-c3nnc(N4CCN(C5CCCCC5)CC4)s3)CC2)cc1	10%	-3%	i	nt	nt	nt	nt	-19%	nt
Cc1nn(Cc2ccccc2)c(=O)n1N(C)c1ncc(C(F)(F)F)cc1Cl	-4%	-2%	-9%	-1%	-4	-2.7	-3%	?	-8%
O=C(CN1C(=O)CC(c2ccco2)Sc2ccccc21)Nc1ccc(C(F)(F)F)cc1 (stereo not given)	-7%	2%	-20%	nt	nt	nt	nt	16%	nt
O=C(NC1CC1)C1CCN(C2CCN(C(=O)/C=C/c3ccc(F)cc3)CC2)CC1	-1%	4%	i	-2%	8	-1.1	14%	5%	6%
COc1ccc(C2N(C(C)=O)CCCN2S(=O)(=O)c2ccc(C)cc2)cc1 (stereo not given)	1%	3%	i	3%	3	-0.9	-12%	1%	-6%
